hERG WT inh – KCNH2 (human, wildtype) channel inhibition; activity change, % at 1.84 µM; 0.37% of 340,000 active; U2OS, BacMam KCNH2, thallium flux FluxOr; active compounds read low; AID 720551; Q12809;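 active means maximum activity change below -70%; inconclusive means maximum activity change between -70% and -50%; inactive means maximum activity change above -50%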; further: on the % scale 0 is the no-effect control and ±100 the full control effect
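U2OS cells were transduced with wild-type KCNH2 virus (2.03 x 10^8 / mL) for 4 h at room temperature, then cultured overnight at 37 C. Thallium flux was read with FluxOr dye. Rate constants were normalized to DMSO controls.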
TSHR antag – human thyrotropin receptor antagonism. activity change, negative = inhibition, % at 11.5 µM. 0.2% of 330,000 active. TSHR-expressing cells, TSH-stimulated cAMP HTRF, 2 h; active compounds read low. AID 504810;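 active means activity change below a set negative limit, meaning inhibition stronger than a set level, cut at about -70% in these data; inconclusive means activity change between two set negative limits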; further: on the % scale 0 is the no-effect control and ±100 the full control effect
Target sequence (P16473 whole entry, looked up): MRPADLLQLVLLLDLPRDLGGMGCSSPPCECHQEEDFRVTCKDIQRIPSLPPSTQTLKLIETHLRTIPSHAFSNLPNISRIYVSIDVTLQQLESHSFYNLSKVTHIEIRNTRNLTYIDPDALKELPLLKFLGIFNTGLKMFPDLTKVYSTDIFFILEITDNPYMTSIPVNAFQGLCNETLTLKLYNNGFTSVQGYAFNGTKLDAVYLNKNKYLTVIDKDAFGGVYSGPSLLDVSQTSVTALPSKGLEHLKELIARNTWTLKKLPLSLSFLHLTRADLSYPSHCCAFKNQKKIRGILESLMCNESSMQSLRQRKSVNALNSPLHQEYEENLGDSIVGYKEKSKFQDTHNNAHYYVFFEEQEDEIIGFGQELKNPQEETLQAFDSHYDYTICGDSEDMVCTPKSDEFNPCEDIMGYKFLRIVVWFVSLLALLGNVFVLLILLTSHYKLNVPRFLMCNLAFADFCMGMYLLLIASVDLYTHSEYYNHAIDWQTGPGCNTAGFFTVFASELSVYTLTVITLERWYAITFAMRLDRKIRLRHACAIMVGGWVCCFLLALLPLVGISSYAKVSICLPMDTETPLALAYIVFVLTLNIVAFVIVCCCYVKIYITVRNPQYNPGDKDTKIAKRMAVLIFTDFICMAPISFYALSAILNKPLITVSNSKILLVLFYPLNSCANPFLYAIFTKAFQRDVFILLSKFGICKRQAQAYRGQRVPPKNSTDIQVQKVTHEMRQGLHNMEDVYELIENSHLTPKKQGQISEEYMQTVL
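Cell-based HTRF cAMP assay; TSHR cells + compound, TSH EC80 (4nM final), 2 h, 37 deg C. Lysis with anti-cAMP cryptate and cAMP-d2, 30 min RT, read 665/620 nm.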
Giardia killer – kills Giardia lamblia; 0.15% of 340,000 active; activity change, % at 7.66 µM, hits read low; AID 540267; Giardia lamblia trophozoite viability; in the data active means activity change below about -80%; inconclusive means between about -30% and that limit;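 further: parasites exposed to compound for two days anaerobically before the ATP read; on the % scale 0 is the no-effect control and ±100 the full control effect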
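Anaerobic 48 hrs incubation at 37 deg C of 100 trophozoites/well with test compounds; ATPLite 1-Step luminescence, 15-30 min RT, reports cellular ATP as viability.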
AT treatment – potential ataxia-telangiectasia treatment; […] A-T fibroblasts, KAP-1 phosphorylation AlphaLISA; neocarzinostatin DNA damage 30 min before lysis; Potency, µM (top dose mostly 57.5 µM), without a hit: at the highest dose activation, actives largely listed as activators; 0.19% of 320,000 active; AID 485349; further: potency means the concentration at half of the fitted maximal effect; % of control where 0% means no effect; nearly all actives have a fitted effect of over 45% in size
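ATM-like activity read as KAP-1 phosphorylation via AlphaLISA donor/acceptor antibody pairs after lysis and 6 hr at 25C. Cells were ATM-null patient fibroblasts ([…], hTERT), dosed 60 min, then exposed to the DSB inducer NCS for 30 min.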
TCR act – activators of T cell receptors | 330,000 tested, under 10 active | primary human leukocytes, anti-CD3, IL-2 HTRF, 48 h | Potency, µM (doses to about 9.22 µM), for the others: at the top dose activation of IL-2 secretion, most hits filed as activators | AID 504894; further: % of control where 0% means no effect
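Activity was scored as IL-2 release from primary human leukocytes given only a TCR signal (a-CD3 beads) plus compound for 48 hr. Detection used a two-antibody HTRF format read at 665nm.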
MLL CXXC-DNA inh – inhibitors of human MLL CXXC domain-DNA interaction. Potency, µM (doses to about 115 µM), without a hit: at the top dose activity change, negative = inhibition, actives largely listed as inhibitors. MLL-CXXC / FITC-HOXA9 DNA fluorescence polarization. AID 2662. 0.037% of 290,000 active. Q03164; active means well fitted inhibition curve with a large enough effect in the polarisation, with a control signal flat, not every such curve was filed as active; inconclusive means small, poorly fitted or top-dose-only effect, or effect the other way, or a change in a side signal; inactive means no such curve, though single readings can be large or run the other way; the % refers to the polarisation; further: potency means the concentration at half of the fitted maximal effect
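Fluorescence polarization: 7 uM MLL-CXXC (stock) preincubated 5 min with compounds, then 50 nM fluorescein-HOX-A9 DNA (stock) added; 30 min ambient. Buffer 50 mM Tris-HCl pH 7.5, 50 mM NaCl, 1 mM DTT, 0.05% BSA.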
GALK inhibitor – blocks human galactokinase activity; P51570; Purified GALK, Kinase-Glo residual ATP luminescence; Potency, µM (top dose mostly 57.5 µM), inactives show at the highest dose activity change, negative = inhibition, hits mostly inhibitors; 0.007% of 270,000 active; further: potency means the concentration at half of the fitted maximal effect; on the % scale 0 is the no-effect control and ±100 the full control effect
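Luminescence from leftover ATP (Ultra-Glo luciferase/luciferin) served as read-out after a 1 h room-temperature reaction of 5 nM GALK with 35 uM ATP and 100 uM galactose.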
FBPA coupling cs – inhibits coupling enzyme system, counter-screen for aldolase hits | coupling enzyme system counterscreen, AmpLite Red fluorescence | activity change, negative = inhibition, % at 58.2 µM, hits read low | 0.67% of 290,000 active | AID 2472; in the data active means activity change below about -30%; further: on the % scale 0 is the no-effect control and ±100 the full control effect
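Coupling enzymes only (glyceraldehyde-3-phosphate) + compound, at 57.5 uM final, 10 min RT; add substrate/coupling/AmpLite Red mix, 20 min RT; fluorescence ex 525/em 598 nm. Actives flag coupling-system interference.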
Chronic BCR inh – chronic active BCR signaling inhibition; 0.05% of 340,000 active; Potency, µM (highest dose often 46.1 µM), for inactives: at the top dose ratio change, negative = lower green/red ratio, actives largely listed as inhibitors; ABC-DLBCL IkBa-CBG/CBR reporter, luminescence ratio, 4 h; active means well fitted inhibition curve with a large enough effect in the signal ratio, with a control signal flat, not every such curve was filed as active; inconclusive means small, poorly fitted or top-dose-only effect, or effect the other way, or a change in a side signal; the % refers to the signal ratio;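 further: potency means the concentration at half of the fitted maximal effect; plate controls were basal doxycycline-induced cells for no effect and cells given 10 µM MG132 for full effect; MG132 reads +100%, hits lower the ratio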
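Doxycycline induced both beetle luciferases in TMD8 lymphoma cells; IKK-driven degradation limits the IkappaBalpha-fused green signal, while red luminescence normalises for cell number and nonspecific effects. Compounds tested up to 46 uM, 4 hrs.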
Tb PFK block – inhibitors of T. brucei phosphofructokinase; Potency, µM (doses to about 57.5 µM), for inactives: at the top dose activity, negative = inhibition, usual class: inhibitors; T. brucei PFK, ADP-Glo luminescence; O15648; 0.17% of 330,000 active; AID 485367;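 further: potency means the concentration at half of the fitted maximal effect; 0% = uninhibited 1x PFK enzyme wells and -100% = no-enzyme wells; nearly all actives have a fitted effect of over 60% in size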
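Activity is normalized to no-enzyme wells (full inhibition) and 1.25 nM enzyme wells (no inhibition). Reaction: 0.5 mM F6P, 0.1 mM ATP, 45 min RT, ADP-Glo luminescence; concentration-response curves fitted and classed by quality.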
Starred values were filed as active, the others as inactive; [ ] = remark or other dose. Unless noted, the call rests on the fitted dose curve; in most records, active means well fitted curve in the direction sought with a large enough effect; inconclusive means small, poorly fitted or top-dose-only effect, or another doubt; inactive means no such curve, though single readings can be large; an effect the other way counts as inactive or inconclusive.

Sample of the layout:
O=C1CC(N2CCN(c3ccc(F)cc3)CC2)C(=O)N1c1ccc(F)cc1 (configuration not stated) was read as hERG WT inh 5, TSHR antag 1, Giardia killer -4, AT treatment 15%, TCR act 1%, MLL CXXC-DNA inh -2%, GALK inhibitor 3%, FBPA coupling cs 2, Chronic BCR inh -1% and Tb PFK block 2%.
For COc1ccc(NC(=O)CO/N=C2/CCCc3nonc32)c(OC)c1 the results were hERG WT inh 2, TSHR antag -31, Giardia killer -23, AT treatment 1%, TCR act 3%, MLL CXXC-DNA inh 2%, GALK inhibitor 2%, FBPA coupling cs -4, Chronic BCR inh inconclusive and Tb PFK block 12%.

All compounds of this part, from the start:
O=C1CC(N2CCN(c3ccc(F)cc3)CC2)C(=O)N1c1ccc(F)cc1 (configuration not stated) was read as hERG WT inh 5, TSHR antag 1, Giardia killer -4, AT treatment 15%, TCR act 1%, MLL CXXC-DNA inh -2%, GALK inhibitor 3%, FBPA coupling cs 2, Chronic BCR inh -1% and Tb PFK block 2%.
For COc1ccc(NC(=O)CO/N=C2/CCCc3nonc32)c(OC)c1 the results were hERG WT inh 2, TSHR antag -31, Giardia killer -23, AT treatment 1%, TCR act 3%, MLL CXXC-DNA inh 2%, GALK inhibitor 2%, FBPA coupling cs -4, Chronic BCR inh inconclusive and Tb PFK block 12%.
For CCCCn1c(N)c(N(CCOC)C(=O)COC(=O)Cc2cccc(OC)c2)c(=O)[nH]c1=O the results were hERG WT inh 1, TSHR antag 3, Giardia killer -29, AT treatment -8%, TCR act 1%, Chronic BCR inh 1% and Tb PFK block 0%.
`COc1cc2cc(Oc3ccc4ccc(=O)oc4c3)c(=O)oc2cc1O[C@@H]1O[C@H](CO)[C@@H](O)[C@H](O)[C@H]1O` gave hERG WT inh -9, TSHR antag 5, Giardia killer -11, AT treatment 4%, TCR act -2%, Chronic BCR inh 7% and Tb PFK block -2%.
`COP(=O)(OC)c1nc(-c2ccccc2)oc1N1CCOCC1` gave hERG WT inh 3, TSHR antag -1, Giardia killer -2, AT treatment -3%, TCR act 4%, MLL CXXC-DNA inh -2%, GALK inhibitor 1%, FBPA coupling cs -1, Chronic BCR inh -6% and Tb PFK block 0%.
O=C(COC(=O)CNC(=O)c1sc2ccccc2c1Cl)Nc1c(Cl)cc(Cl)cc1Cl was read as hERG WT inh -2, TSHR antag 2, Giardia killer 8, AT treatment 2%, TCR act -1%[46.1 µM], MLL CXXC-DNA inh 5%, GALK inhibitor 0%, FBPA coupling cs 0, Chronic BCR inh 3% and Tb PFK block -1%.
`O=C(N/N=C/c1cccs1)c1ccc2ncccc2c1` gave hERG WT inh -12, TSHR antag -13, Giardia killer -15, AT treatment 0%, TCR act -2%, MLL CXXC-DNA inh 5%, GALK inhibitor -1%, FBPA coupling cs 2, Chronic BCR inh inconclusive and Tb PFK block 2%.
Screening O=C(CCc1nc(-c2ccccn2)no1)NCc1ccc2c(c1)OCO2 returned hERG WT inh 3, TSHR antag -5, Giardia killer 4, AT treatment -9%, TCR act 1%, MLL CXXC-DNA inh 10%, GALK inhibitor 1%, FBPA coupling cs 1, Chronic BCR inh 0% and Tb PFK block 3%.
`CCCC1=C(C(=O)OCC)C(c2cccs2)C(C#N)=C(N)O1` (configuration not stated) gave hERG WT inh -6, TSHR antag -10, Giardia killer -23, TCR act 4%, MLL CXXC-DNA inh -7%, GALK inhibitor 3%, FBPA coupling cs -3, Chronic BCR inh inconclusive and Tb PFK block -9%.
Screening COC(=O)c1c(C(=O)OC)c2oc3ccccc3n2c1Cl returned hERG WT inh 9, TSHR antag 0, Giardia killer 8, AT treatment 1%, TCR act -10%, MLL CXXC-DNA inh 7%, GALK inhibitor -1%, FBPA coupling cs 1, Chronic BCR inh 5% and Tb PFK block 2%.
`COCC(C)n1c(C)cc(C(=O)COC(=O)c2ccc(N3CCCC3=O)cc2)c1C` (configuration not stated) gave hERG WT inh -3, TSHR antag -8, Giardia killer 25, AT treatment -6%, TCR act 2%, MLL CXXC-DNA inh -5%, GALK inhibitor 0%, FBPA coupling cs 1, Chronic BCR inh 5% and Tb PFK block -6%.
Screening O=C(N/N=C/c1cccs1)C(=O)N1CCCC1 returned hERG WT inh 15, TSHR antag -1, Giardia killer -7, AT treatment 5%, TCR act 3%, MLL CXXC-DNA inh -11%, GALK inhibitor 0%, FBPA coupling cs -1, Chronic BCR inh -9% and Tb PFK block 4%.
For C=CCn1cccc(C(=O)Nc2ccc(OC)c(Cl)c2)c1=O the results were hERG WT inh 17, TSHR antag 1, Giardia killer 13, AT treatment 0%, TCR act 15%, MLL CXXC-DNA inh 1%, FBPA coupling cs -2, Chronic BCR inh -7% and Tb PFK block 0%.
`CC(Oc1ccccc1)C(=O)NC1C(=O)N2C1SC(C)(C)C2C(=O)O` (configuration not stated) gave hERG WT inh 5, TSHR antag 8, Giardia killer 16, AT treatment -3%, MLL CXXC-DNA inh 3%, GALK inhibitor -1%, FBPA coupling cs 4, Chronic BCR inh -2% and Tb PFK block 0%.
`COC(=O)c1sccc1NC(=O)c1ccccc1` gave hERG WT inh inactive, TSHR antag -1, Giardia killer -6, AT treatment 3%, TCR act -2%, MLL CXXC-DNA inh -6%, GALK inhibitor -1%, FBPA coupling cs 4, Chronic BCR inh 0% and Tb PFK block -1%.
For Cc1cccc(C2c3[nH]c4ccccc4c3CCN2C(=O)c2nn(C)c(=O)c3ccccc23)n1 (configuration not stated) the results were hERG WT inh -5, TSHR antag 3, Giardia killer 26, AT treatment -1%, TCR act -4%, MLL CXXC-DNA inh -2%, GALK inhibitor 1%, FBPA coupling cs -3, Chronic BCR inh -22% and Tb PFK block 0%.
`COCCNS(=O)(=O)c1cc(F)ccc1OC` gave hERG WT inh 7, TSHR antag 0, Giardia killer -4, AT treatment -2%, TCR act 1%, MLL CXXC-DNA inh 6%, GALK inhibitor 1%, FBPA coupling cs 3, Chronic BCR inh 3% and Tb PFK block 1%.
`O=C(c1cc(=O)[nH]c2ccccc12)N1CCN(Cc2ccc3c(c2)OCO3)CC1` gave hERG WT inh 0, TSHR antag -1, Giardia killer 2, AT treatment 2%, TCR act 15%, Chronic BCR inh -6% and Tb PFK block 2%.
`COc1ccc(-c2csc(N=C(N)N)n2)cc1` gave hERG WT inh -5, TSHR antag 7, Giardia killer -1, AT treatment 5%, TCR act -2%, MLL CXXC-DNA inh -7%, GALK inhibitor 2%, FBPA coupling cs 0, Chronic BCR inh -3% and Tb PFK block 3%.
CSCCC(NS(=O)(=O)c1ccc(Cl)cc1)C(=O)OCC(=O)c1ccc(F)cc1 (configuration not stated) was read as hERG WT inh 23, TSHR antag -5, Giardia killer -6, AT treatment 4%, TCR act -4%[46.1 µM], MLL CXXC-DNA inh 1%, GALK inhibitor -4%, FBPA coupling cs 0, Chronic BCR inh inconclusive and Tb PFK block 2%.
`O=C(NC1CCCCCC1)c1cc2ccccc2oc1=O` gave hERG WT inh 19, TSHR antag 15, Giardia killer -1, AT treatment -7%, TCR act 5%, MLL CXXC-DNA inh 0%, GALK inhibitor 6%, FBPA coupling cs 2, Chronic BCR inh inconclusive and Tb PFK block 1%.
`CCc1nc2ccccc2nc1N1CCN(S(=O)(=O)c2c(C)cc(Cl)cc2C)CC1` gave hERG WT inh -16, TSHR antag -6, Giardia killer 4, AT treatment 7%, TCR act 1%, MLL CXXC-DNA inh 9%, GALK inhibitor 0%, FBPA coupling cs 0, Chronic BCR inh inconclusive and Tb PFK block -7%.
C/C(=N\NC(=S)NCCc1ccccc1)c1ccc(Cl)cc1 was read as TSHR antag -10, Giardia killer -4, TCR act 2%[46.1 µM], MLL CXXC-DNA inh -1%, GALK inhibitor -3%, FBPA coupling cs -4, Chronic BCR inh inconclusive and Tb PFK block 4%.
For CC1=NN2C(=N)/C(=C\c3cc(C)n(-c4ccc(C)cc4)c3C)C(=O)N=C2S1 the results were hERG WT inh 4, TSHR antag -11, Giardia killer 4, AT treatment 5%, TCR act -4%, MLL CXXC-DNA inh -1%, GALK inhibitor -4%, FBPA coupling cs 4, Chronic BCR inh 10% and Tb PFK block 1%.
Screening CCOC(=O)CC1C(=O)NCCN1c1nc2c(C)cccn2c(=O)c1/C=C1\SC(=S)N(C(C)CC)C1=O (configuration not stated) returned hERG WT inh -9, TSHR antag -2, Giardia killer -10, AT treatment 34%, TCR act -9%, MLL CXXC-DNA inh inconclusive, GALK inhibitor -1%, FBPA coupling cs -9, Chronic BCR inh 0% and Tb PFK block 2%.
For Oc1ccc2c(ccc3[nH]cnc32)c1 the results were hERG WT inh 1, TSHR antag -7, Giardia killer 1, AT treatment 3%, TCR act 0%, MLL CXXC-DNA inh 9%, FBPA coupling cs -8, Chronic BCR inh inconclusive and Tb PFK block -1%.
